# MCF10A rereplic: DNA re-replication induction in MCF 10a cells; Potency, µM (doses to about 46.1 µM), without a hit: at the top dose activity, positive = re-replication, most hits filed as activators; AID 624296; MCF 10A DNA re-replication, Hoechst nuclear intensity, 48 h; 350,000 tested, 2.9% active; also: potency is read from the fitted curve at half-maximal effect; % of control where 0% means no effect; nearly all actives have a fitted effect of over 50% in size
# ATXN viability: reduces viability in counter-screen for ATXN expression inhibitors | Potency, µM (top dose mostly 56.7 µM), most hits filed as cytotoxic | S2 cells (HEK-293 line with an ATXN2-luciferase reporter) viability, CellTiter-Fluor protease fluorescence, 24 h | 400,000 tested, 0.49% active | AID 651635; also: potency is read from the fitted curve at half-maximal effect; nearly all actives have a fitted effect of over 40% in size
# IL1B secr inh: inhibitors of inflammasome signaling (IL-1 beta secretion). THP-1 LPS/ATP IL-1B secretion, AlphaLISA, 16 h; active compounds read low. 360,000 tested, 4.7% active. activity change, % at 57.5 µM. AID 743279; in the data active = activity change below about -50%; inconclusive = mostly about -30% to -49%; also: % is scaled to controls: 0 for no effect and ±100 for the full control effect
#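 THP-1 cells pretreated 1 hr with compounds (up to 57.5 uM final), then stimulated with LPS (250 ng/mL final) plus ATP (1.25 mM final); secreted IL-1B measured by AlphaLISA after 16 hr, decreased signal indicating inhibition.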
# HT1080NT lethal: kills 2HG-producing HT-1080-NT fibrosarcoma cells; Potency, µM (doses to about 46.1 µM), inactives show at the top dose activity, negative = less viability, most hits filed as cytotoxic; HT-1080-NT fibrosarcoma viability, CellTiter-Glo ATP luminescence, 48 h; AID 686970; 360,000 tested, 1.6% active;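 also: NT is the 2HG producing partner of a matched IDH1 knockdown line; potency is read from the fitted curve at half-maximal effect; 0% = DMSO-treated cells and -100% = media-only wells without cells; nearly all actives have a fitted effect of over 55% in size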
#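 750 cells/well, RPMI + 5% FBS; 2 h settle, compound pin-transfer, 48 h at 37 degrees C. CellTiter-Glo 10 min RT, luminescence. Normalized to DMSO and media-only wells.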
# ATXN2 expr inh: ATXN2 expression inhibition; HEK-293 ATXN2-luciferase reporter, luminescence, 24 h; Potency, µM (highest dose often 57 µM), for the others: at the highest dose activity change, negative = inhibition, actives largely listed as inhibitors; 360,000 tested, 0.72% active; also: potency is read from the fitted curve at half-maximal effect; % is scaled to controls: 0 for no effect and ±100 for the full control effect; nearly all actives have a fitted effect of over 55% in size
#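 ATXN2-luciferase reporter cells (luciferase flanked by upstream and downstream ATXN2 gene portions) were treated 24 h at 37 °C with compounds at up to 57 uM. SteadyGlo luminescence gave expression; GF-AFC fluorescence gave viability.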
# KB-3-1 cytotox: kills parental KB-3-1 adenocarcinoma cells. KB-3-1 viability, CellTiter-Glo ATP luminescence, 72 h. Potency, µM (doses to about 46.1 µM), inactives show at the top dose activity change, negative = cytotoxic, most hits filed as cytotoxic. 400,000 tested, 1.4% active. AID 1347075; also: potency is read from the fitted curve at half-maximal effect; % is scaled to controls: 0 for no effect and ±100 for the full control effect; nearly all actives have a fitted effect of over 60% in size
#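 72 h, 37 °C compound treatment of KB-3-1 parental cells; CellTiter-Glo added, 10 min, luminescence read. Data corrected against DMSO-only plates and normalized before curve fitting.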
# SW480 rereplic: DNA re-replication induction in SW480 cells. SW480 DNA re-replication, Hoechst DNA content imaging, 48 h. Potency, µM (series often up to 46.1 µM), inactives show at the highest dose re-replication activation, hits mostly activators. 340,000 tested, 1.8% active; also: potency is read from the fitted curve at half-maximal effect; % of control where 0% means no effect; nearly all actives have a fitted effect of over 55% in size
#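 Image-based DNA-content assay: after two days of treatment, nuclei were labelled with the DNA dye Hoechst and imaged, and hits were compounds raising the count of nuclei showing high fluorescence intensity.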
# HepG2 viability: counter-screen for TGF-b inhibitors: cytotoxicity in HepG2 cells; HepG2 CAGA-GFP viability, ATP luminescence, 18 h; Potency, µM (titrated, usually from 46.1 µM), for inactives: at the highest dose activity change, negative = cytotoxicity, hits mostly cytotoxic; 410,000 tested, 0.76% active; AID 588856; also: potency is read from the fitted curve at half-maximal effect; some results filed as inactive show a strong effect at the top dose
#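 HepG2 CAGA-GFP cells (1000/well, DMEM with 1% FBS) received compound, then TGF-beta at 500 pg/mL final, and were incubated 18 hours at 37 degrees C. Viability was read by CellTiter-Glo luminescence. Media-only wells were set as complete cell-killing and DMSO as no toxicity.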
# HT1080 IDH1KD tx: kills HT-1080 cells with IDH1 knockdown; 360,000 tested, 2% active; Potency, µM (doses to about 46.1 µM), inactives show at the top dose activity, negative = toxicity, usual class: cytotoxic; HT-1080 IDH1 knockdown viability, ATP luminescence, 48 h;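 also: potency is read from the fitted curve at half-maximal effect; 0% = DMSO wells and -100% = cell-free medium wells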
#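 Assay cells: HT-1080 with IDH1 knockdown, 750 per well, RPMI/5% FBS. Exposure: 48 h at 37 °C following 2 h pre-incubation. Read: CellTiter-Glo luminescence; fitted concentration-response, curve class assigned.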
# * = called active by the depositor; i = inactive; ? = inconclusive; / = no result given; & = joins results of further samples; [ ] = remark or other dose. Unless noted, calls follow the shape of the dose curve; as a rule, active = well fitted curve in the direction sought with a large enough effect; inconclusive = small, poorly fitted or top-dose-only effect, or another doubt; inactive = no such curve, though single readings can be large; an effect the other way counts as inactive or inconclusive.
SMILES,MCF10A rereplic,ATXN viability,IL1B secr inh,HT1080NT lethal,ATXN2 expr inh,KB-3-1 cytotox,SW480 rereplic,HepG2 viability,HT1080 IDH1KD tx
COc1ccc(CCNC(=O)C(=O)NCC(c2cccs2)S(=O)(=O)c2cccs2)cc1 (configuration not stated),/,i,/,/,-17%,?,/,-27%,/
CN(C)C(=O)c1ccc(NC(=O)c2cccc(S(=O)(=O)N3CCCc4ccccc43)c2)cc1,?,i,-26,?,-24%,-28%,-77%[inhibitor],6%,-24%
CS(=O)(=O)c1ccc(C(=O)OCc2nnc(-c3ccccc3)o2)cc1[N+](=O)[O-],?,?,-70*,7.3µM*,?,26%,?,-62%,4.1µM*
Cc1c(C(=O)Nc2ccc(Br)cc2F)oc2ccc(S(=O)(=O)N3CCCCC3)cc12,/,i,/,/,0%,6%,/,5%,/
COc1ccc2[nH]c3c(c2c1)CCN1C(=O)C(CC(=O)NCCC2=CCCCC2)C[C@H](C(=O)N2CCOCC2)[C@@]31CCC1CCCC1 (some centres not stated),-9%,i,-2,10%,0%,11%,3%,13%,3%
Cc1ccc(NC(=O)CN2C(=O)C(C)Oc3ccccc32)nc1 (configuration not stated),2%,i,8,8%,3%,-5%,-4%,0%,?
O=C(NNC(=O)C1CCC1)c1ccc(F)cc1,/,i,18,3%,/,1%,/,6%,7%
S=c1[nH]nc(-c2ccco2)n1/N=C/c1ccccc1,-6%,i,18,21%,-7%,6%,-26%,-17%,8%
Cc1c(NC(=O)CN2CCN(c3cccc(Cl)c3)CC2)c(=O)n(-c2ccccc2)n1C,1%,i,3,-1%,-29%,-5%,-1%,-9%,-26%
C=CCNC(=O)C(=O)NCC1CCCN1CC (configuration not stated),-1%,i,17,5%,3%,10%,-29%,-16%,3%
N/C(=N\OC(=O)Cc1cccs1)c1ccc(Cl)cc1,2%,i,-6,8%,/,-1%,-2%,-14%,4%
CCN1CC(CNCc2cn(-c3ccc(OC)cc3)nc2-c2ccccc2Cl)CC1=O (configuration not stated),-5%,i,-51*,-22%,20%,12%,-10%,-18%,1%
Cc1cc(NCCCn2ccnc2)n2ncc(-c3ccccc3)c2n1,16%,?,-25,?,?,-1%,-3%,-37%,?
Cc1ccc(CN(Cc2ccccn2)C(=O)Nc2c(F)cccc2F)cc1,9%,i,?,10%,7%,4%,-1%,-1%,-4%
S=C(NN=C(c1ccccc1)c1ccccn1)N(Cc1ccccn1)Cc1ccccn1,?,/,-58*,16µM*,0.89µM*,?,?,-85%,8.2µM*
CC1CCCCC1NC(=O)CCNC(=O)N1CC(=O)Nc2ccccc21 (configuration not stated),-1%,i,16,7%,8%,2%,6%,16%,5%
N#Cc1c(-c2ccccc2)c(-c2ccccc2)nn(CC(=O)NNC(=O)Nc2ccccc2)c1=O,0.65µM*,i,42,2.3µM*,-3%,5.8µM*,2.9µM*,-4%,3.3µM*
Cc1noc(C)c1NC(=O)Nc1cccc2c1O[C@@H](CN(C)C(=O)Nc1ccc3c(c1)OCO3)[C@@H](C)CN([C@H](C)CO)C2=O,-5%,i,-21,13%,8%,28%,-7%,1%,13%
CC(C)Oc1ccc(S(=O)(=O)N2CCOCC2)cc1NC(=O)C1CCCCC1,-6%,i,1,7%,5%,0%,3%,-10%,11%
CN(C)CCCNC(=O)CC1C[C@H](C(=O)N2CCOCC2)[C@@]2(CCC3CCCC3)c3[nH]c4ccccc4c3CCN2C1=O (some centres not stated),9%,i,10,1%,-6%,0%,5%,-22%,2%
CC1(C)Cc2c(C#N)c(NCCN3CCOCC3)nc(-c3ccccc3)c2CO1,0%,i,-11,-10%,-21%,4%,7.3µM*,-4%,10%
O=C(NCCc1cccs1)Nc1nnc([C@H]2C[C@H](O)[C@@H](CO)O2)s1,/,i,18,-3%,2%,0%,/,-36%,4%
CCOC(=O)N1CCN(c2cc3nccnc3cc2F)CC1,0%,i,-15,16%,4%,-7%,12%,-14%,19%
O=C(Cn1cc(C(F)(F)F)cc(Cl)c1=O)NCc1ccc(F)cc1,0%,i,3,0%,26%,22%,-9%,0%,8%
O=C(CN1C(=O)c2ccccc2C1=O)Nc1ccccc1,8%,i,33,14%,/,-1%,?,6%,3%
O=C(CCN1CCOCC1)Nc1ccc(Cl)cc1,0%,i,7,2%,/,0%,-5%,10%,-2%
COc1cccc(-n2c(-c3cccc(F)c3)nc3c(cnn3-c3ccc(C)cc3)c2=O)c1,/,i,/,/,8%,3%,/,-8%,/
Cc1ccc(S(=O)(=O)N2CCOC2CNC(=O)C(=O)NCc2ccc(Cl)cc2)cc1 (configuration not stated),3%,i,0,-5%,-7%,?,?,-19%,-4%
O=C(Nc1cc(Br)ccc1F)c1nc[nH]c1C(=O)NCc1ccccc1,/,i,-5,-5%,?,0%,/,-54%,1%
Cc1c(C(=O)N2CCCC2)sc(NC(=O)c2ccco2)c1C#N,13%,i,22,-3%,4%,0%,-8%,-62%,-4%
CCC(CC)C(=O)N(C)c1c(C)nc2c(OCCOc3ccccc3)cccn12,/,i,0,-5%,-24%,-4%,/,0%,7%
Cc1cc(C)c(NC(=O)CN2CCN(C)CC2)c(C)c1,-1%,i,7,14%,18%,-6%,-1%,2%,6%
C/C(=N\NC(=O)c1ccc(CSc2nncn2C)cc1)c1ccc(C#N)cc1,-5%,i,-2,26%,-23%,1%,-1%,-70%,25%
CC(Sc1ccc(S(=O)(=O)N2CCCCCC2)cn1)C(N)=O (configuration not stated),3%,i,18,-8%,0%,-4%,-6%,-42%,-1%
CC(C)n1cc(C(=O)N2CCCC(N3CCN(c4cccc(Cl)c4)CC3)C2)cn1 (configuration not stated),3%,?,0,6%,1%,11%,0%,-1%,5%
CN(C)/C=N/c1nc2ncc(-c3ccc(Cl)cc3)c(/N=C/N(C)C)n2n1,1%,i,29,0%,-28%,?,-3%,-23%,-7%
Cc1ccc(NC(=O)CC2CCCC2)c(Br)c1,-16%,i,-1,2%,42%[activator],9%,?,-9%,2%
COc1ccc(NC(=O)CN(C)C(=O)c2ccc(NS(=O)(=O)c3ccc(F)cc3)cc2)cc1,1%,i,1,0%,-3%,5%,-2%,-3%,-1%
Cc1cccc(CCNC(=O)c2cc(S(=O)(=O)N3CCCCC3)c[nH]2)c1,1%,i,5,13%,-14%,5%,-3%,-6%&0%,-1%
COc1cccc(NC(=O)CCCOc2cc(=O)n(C)c3ccccc23)c1,14%,i,41,5%,54%[activator],-7%,1%,-29%,-4%
COc1ccccc1N(CC(=O)NCC1CCCO1)C(=O)CCC(=O)Nc1cc(C)on1 (configuration not stated),-1%,i,14,10%,15%,10%,-3%,-25%,2%
Cc1cc(C)cc(N2C(=O)C3CC=CCC3C2=O)c1 (configuration not stated),0%,?,14,4%,2%,-1%,2%,-6%,3%
C[C@@H](C(=O)Nc1cc(C(F)(F)F)ccc1N1CCOCC1)N1C(=O)C2CC=CCC2C1=O (some centres not stated),-24%,i,1,11%,-2%,7%,-10%,9%,9%
Nc1cc(=O)[nH]c(SCc2ccc(Cl)cc2Cl)n1,0%,i,67,-12%,/,?,?,-30%,-6%
CCCN(CCC)c1ccc(C(O)c2nnc(-c3ccccc3)o2)cc1 (configuration not stated),-2%,i,12,-2%,-6%[11.3 µM],-2%,-3%,4%,7%
Cc1ccc(NC(=O)Cn2ccsc2=N)c([N+](=O)[O-])c1,7%[9.22 µM],i,?,-3%,-10%,-13%,-8%,0%,1%
CCc1ccc(NC(=O)CSc2ccnc(=O)[nH]2)cc1,/,i,/,/,37%[activator],0%,/,4%,/
CCOC(=O)C1=C(c2ccccc2)NC(=O)NC1c1ccc(OC)cc1OC (configuration not stated),?,i,4,11%,5%,-1%,-64%[inhibitor],7%,26%
CCOC(=O)C1CC(c2ccccc2)=NNC1=O (configuration not stated),0%,i,6,13%,-1%,1%,0%,8%,0%
COc1cc(CNCCSc2nnnn2C)cc(Br)c1OCc1ccccc1F,?,i,-2,-20%,-18%,?,22%,-19%,-17%

# 2 consecutive records from above:
SMILES,MCF10A rereplic,ATXN viability,IL1B secr inh,HT1080NT lethal,ATXN2 expr inh,KB-3-1 cytotox,SW480 rereplic,HepG2 viability,HT1080 IDH1KD tx
CCOC(=O)C1CC(c2ccccc2)=NNC1=O (configuration not stated),0%,i,6,13%,-1%,1%,0%,8%,0%
COc1cc(CNCCSc2nnnn2C)cc(Br)c1OCc1ccccc1F,?,i,-2,-20%,-18%,?,22%,-19%,-17%

# Following part:
SMILES,MCF10A rereplic,ATXN viability,IL1B secr inh,HT1080NT lethal,ATXN2 expr inh,KB-3-1 cytotox,SW480 rereplic,HepG2 viability,HT1080 IDH1KD tx
O=C(NNC(=O)c1ccccc1C(=O)O)c1ccc(O)cc1,-1%,i,10,14%,0%,?,-4%,18%,1%
COc1cc(/C=C2\SC(=O)N(CC(=O)Nc3ccc(C)cc3)C2=O)cc(Cl)c1OCC(=O)O,3%,i,-8,0%,16%,27%,-5%,-3%,11%
CCCCNC(=O)c1onc(CSc2ccc(F)cc2)c1C(=O)O,24%,i,-1,-1%,70%[activator],-1%,-13%,-26%,-13%
COc1ccc(/C=N/Nc2nc(=O)[nH]nc2C)cc1OC,?,i,13,-1%,14%,6%,2.9µM*,-26%,-7%
CCOC(=O)N1CCN(CC(=O)Nc2c(C(=O)OC)[nH]c3ccc(Cl)cc23)CC1,29%,i,-6,-25%,-9%,16µM*,2%,-14%,-5%
c1ccc(Nc2nc(-c3ccncc3)cs2)cc1,1%,i,-9,-1%,51%[activator],-1%,?,-22%,-3%
Nc1ccc(-c2nc3cc(N)ccc3s2)cc1,-2%,i,-18,-11%,21%,-4%,-4%,3%,-6%

# Screening data deposited in PubChem by National Center for Advancing Translational Sciences (NCATS).
